T cell HTS: T cell immune modulators affecting CD8 T cell-vesicle binding. 2C CD8+ T cell-vesicle binding, flow cytometry; stronger effect = lower value. calls only at 7 µM. 330,000 compounds, 0.068% hits. AID 2052;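 active = response, share of CD8 T cells binding vesicles, and their 90th percentile fluorescence all below set limits, cut at about 80% in these data, passing the limit was not always enough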
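Incubation: binding step 1.5 h, 37 °C, antibody labelling 20 min, ice; system: murine 2C transgenic CD8+ T lymphocytes; technique: cytometric PE anti-B7-1 and Alexa647 anti-CD8 signals after 1% paraformaldehyde fixation; also added: QL9-charged Drosophila Ld/ICAM-1/B7-1 vesicles; control set: naked versus QL9-loaded vesicles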
WT yeast gro inh: growth inhibition of WT yeast, mitochondrial fusion screen; mitochondrial fusion phenotypic screen, WT strain; inhibition, % at 10 µM; 190,000 compounds, 2.1% hits; AID 1362; in the data active = inhibition above about 58%; tested in S. cerevisiae
Salmonella PhoP GFP: inhibitors of PhoP regulon expression, primary screen, Salmonella Typhimurium, GFP reporter (AID 1863); S. Typhimurium PhoP-regulated promoter GFP reporter, 4 h; higher % means a stronger effect; 300,000 compounds, 0.16% hits; one-dose inhibition, % at 50 µM; IC50 in µM for titrated hits;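 active = inhibition over 29.93%, a cutoff 3 SD above the screen mean, later confirmed by dose response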;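 note: 0% = low Mg2+ inducing control and 100% = high Mg2+ repressing control; strong numbers were not always called active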
RSV antiviral HEp-2: RSV antiviral activity via CPE protection, HEp-2 cells, primary 10 µM value included (AID 2391) | HEp-2 cells, RSV-induced CPE inhibition; higher % means a stronger effect | 310,000 compounds, 0.13% hits | CPE inhibition, % at 10 µM; hits with a dose series show IC50 in µM; in the data active = a potency from the dose series; note: strong numbers were not always called active
Myeloid diff 2: promotes myeloid progenitor differentiation; ER-HoxA9 myeloid progenitors, lysozyme-GFP differentiation, flow cytometry; calls only at 10 µM; 360,000 compounds, 1% hits; AID 624256;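 active = normalized GFP-positive differentiation at or above the plate's own cutoff, the solvent-only control mean plus 3 SD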;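 note: cells exposed to compound for four days before flow analysis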
MgcRacGAP inhibition: MgcRacGAP GTPase-activating activity inhibitors, confirmation, biochemical, ADP Hunter fluorescence. inhibition, % at 30 µM, or IC50 in µM where a hit was titrated. AID 624330. 340,000 compounds, 0.6% hits. MgcRacGAP-stimulated Rac1 GTP hydrolysis, ADP Hunter fluorescence; higher % means a stronger effect; GST-tagged Rac1 F28L mutant substrate;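 active = first-screen hits whose inhibition reached a set limit at any dose in the follow-up dose series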;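 note: fluorescence reports GDP produced by GAP-driven GTP hydrolysis; strong numbers were not always called active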
b-catenin transl: modulators of beta-catenin nuclear translocation. HeLa beta-catenin nuclear translocation, immunofluorescence imaging. nuclear translocation activity, % at 5 µM. 190,000 compounds, 0.3% hits;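 active = nuclear translocation activity above 50% at 5 µM, with a well cell count of 50 or more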;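 note: per-cell ratio of nuclear to cytoplasmic median beta-catenin stain intensity; plate controls were DMSO negative control for no effect and GSK-3 inhibitor IX positive control for full effect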
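Technique: fluorescence imaging of beta-catenin antibody stain plus DAPI / Material: human HeLa cell line / Incubation: compound treatment 24 h, 37°C, 5% CO2 / Read-out basis: % activation of per-cell nuclear versus cytoplasmic median beta-catenin signal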
West Nile antiviral: inhibition of WNV-induced cytopathic effect – cell-based, CPE readout (AID 1621); West Nile virus-infected cells, CPE inhibition; higher % means a stronger effect; 290,000 compounds, 0.02% hits; CPE inhibition, % at 10 µM, or IC50 in µM where a hit was titrated; in the data active = a potency from the dose series; note: strong numbers were not always called active
SV40 large T antigen: SV40 large T antigen inhibitors, biochemical (AID 1903); SV40 large T antigen ATPase/helicase inhibition assay; higher % means a stronger effect; inhibition, % at 20 µM, or IC50 in µM where a hit was titrated; 310,000 compounds, 0.39% hits; in the data active = a potency from the dose series; note: strong numbers were not always called active
WT yeast gro inh mutant strain: further read-out of WT yeast gro inh, marked with its call; inhibition, %; mitochondrial fusion phenotypic screen, mutant strain inhibition
b-catenin transl cell count 5 µM: second read-out of b-catenin transl, no call of its own (marks repeat the call); cell count; measured here: cell count, cytotoxicity flag
T cell HTS vesicle-bound %: second read-out of T cell HTS, no call of its own (marks repeat the call); double positive events, %; measured here: CD8+ vesicle-bound cell fraction;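 binding gate set so that unloaded-vesicle control wells show 10% double positive cells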
Myeloid diff 2 GFP+ MAC1+ %: recorded beside Myeloid diff 2, whose call it bears; GFP+ MAC1+ double positive, %; measured here: differentiation confirmed by MAC1 staining
The depositor's hits bear a star.

Screening CCN(CC)CCN(C)Cc1ccc(Br)cc1 returned T cell HTS inactive, WT yeast gro inh 2, Salmonella PhoP GFP 2%, RSV antiviral HEp-2 2.2%, Myeloid diff 2 inactive, MgcRacGAP inhibition 19%, b-catenin transl -7.1, West Nile antiviral -0.8%, SV40 large T antigen 4%, WT yeast gro inh mutant strain -11, b-catenin transl cell count 5 µM 1134, T cell HTS vesicle-bound % 9 and Myeloid diff 2 GFP+ MAC1+ % 0.8.
Screening COCc1cc(C)nc(OCC(=O)N/N=C/c2ccccc2)c1C#N returned T cell HTS inactive, WT yeast gro inh -12, Salmonella PhoP GFP 2%, RSV antiviral HEp-2 1.1%, Myeloid diff 2 inactive, MgcRacGAP inhibition 6%, b-catenin transl -0.5, West Nile antiviral 0.5%, SV40 large T antigen 8%, WT yeast gro inh mutant strain 2, b-catenin transl cell count 5 µM 1070, T cell HTS vesicle-bound % 48 and Myeloid diff 2 GFP+ MAC1+ % 0.1.
COc1ccc(CCN(C)C(=O)C23CC4CC(CC(Cl)(C4)C2)C3)cc1OC was read as T cell HTS inactive, Salmonella PhoP GFP -3%, RSV antiviral HEp-2 1.3%, Myeloid diff 2 inactive, MgcRacGAP inhibition 10%, West Nile antiviral -0.6%, SV40 large T antigen 6%, T cell HTS vesicle-bound % 68 and Myeloid diff 2 GFP+ MAC1+ % 5.8.
CCOC(=O)c1c(NC(=O)COC(=O)c2cnccn2)sc(C(=O)NC)c1C was read as T cell HTS inactive, Salmonella PhoP GFP 4%, RSV antiviral HEp-2 -2.2%, MgcRacGAP inhibition 15%, SV40 large T antigen 5% and T cell HTS vesicle-bound % 28.
`N#Cc1ccccc1CSc1nnc(-c2ccncc2)o1` gave T cell HTS inactive, Salmonella PhoP GFP -4%, RSV antiviral HEp-2 -0.7%, Myeloid diff 2 inactive, MgcRacGAP inhibition 7%, West Nile antiviral 0.1%, SV40 large T antigen 1%, T cell HTS vesicle-bound % 31 and Myeloid diff 2 GFP+ MAC1+ % 0.7.
O=C(Cn1[nH]c(=O)c2ccccc2c1=O)N1CC=C(c2ccccc2)CC1 was read as T cell HTS inactive, WT yeast gro inh -7, Salmonella PhoP GFP 10%, RSV antiviral HEp-2 5.0%, Myeloid diff 2 inactive, MgcRacGAP inhibition 9%, West Nile antiviral -0.8%, SV40 large T antigen 2%, WT yeast gro inh mutant strain 8, T cell HTS vesicle-bound % 33 and Myeloid diff 2 GFP+ MAC1+ % 1.3.
`COC(=O)c1ccccc1NC(=S)N(Cc1ccc2c(c1)OCO2)Cc1cc2ccc(OC)cc2[nH]c1=O` gave T cell HTS inactive, WT yeast gro inh 6, Salmonella PhoP GFP -2%, RSV antiviral HEp-2 7.5%, Myeloid diff 2 inactive, MgcRacGAP inhibition 3%, b-catenin transl -1.0, West Nile antiviral -0.4%, SV40 large T antigen 6%, WT yeast gro inh mutant strain -5, b-catenin transl cell count 5 µM 934, T cell HTS vesicle-bound % 47 and Myeloid diff 2 GFP+ MAC1+ % 0.2.
Screening COc1ccc(OCC(=O)Nc2ncc3c(n2)CC(C)(C)CC3=O)cc1 returned T cell HTS inactive, WT yeast gro inh 15, Salmonella PhoP GFP 6%, RSV antiviral HEp-2 3.4%, Myeloid diff 2 inactive, MgcRacGAP inhibition -11%, b-catenin transl -2.3, West Nile antiviral 0.3%, SV40 large T antigen 11%, WT yeast gro inh mutant strain -2, b-catenin transl cell count 5 µM 982, T cell HTS vesicle-bound % 36 and Myeloid diff 2 GFP+ MAC1+ % 3.5.
`O=C(Nc1ccc(CN2CCCCC2)cc1)c1cc(Br)ccc1Cl` gave T cell HTS inactive, WT yeast gro inh 2, Salmonella PhoP GFP 6%, RSV antiviral HEp-2 -2.2%, Myeloid diff 2 inactive, b-catenin transl 3.5, West Nile antiviral -0.7%, SV40 large T antigen 6%, WT yeast gro inh mutant strain 9, b-catenin transl cell count 5 µM 910, T cell HTS vesicle-bound % 64 and Myeloid diff 2 GFP+ MAC1+ % 0.3.
Screening CC(C)c1ccc(C2(C)NC(=O)N(CC(=O)NC3CCCC(C)C3C)C2=O)cc1 (centres undefined) returned T cell HTS inactive, RSV antiviral HEp-2 -1.5%, Myeloid diff 2 inactive, MgcRacGAP inhibition 5%, T cell HTS vesicle-bound % 25 and Myeloid diff 2 GFP+ MAC1+ % 0.1.
`O=C(CCCn1c(=S)[nH]c2cc3c(cc2c1=O)OCO3)N1CCN(c2ccccc2)CC1` gave T cell HTS inactive, WT yeast gro inh 22, Salmonella PhoP GFP 6%, RSV antiviral HEp-2 16%, Myeloid diff 2 inactive, MgcRacGAP inhibition 10%, b-catenin transl -1.8, West Nile antiviral 0.6%, SV40 large T antigen 6%, WT yeast gro inh mutant strain 6, b-catenin transl cell count 5 µM 1377, T cell HTS vesicle-bound % 52 and Myeloid diff 2 GFP+ MAC1+ % 0.9.
Screening Cc1cc(NC(=O)COc2ccc(Cl)cc2Cl)n(CCC#N)n1 returned T cell HTS inactive, WT yeast gro inh -7, Salmonella PhoP GFP 9%, RSV antiviral HEp-2 3.6%, Myeloid diff 2 inactive, MgcRacGAP inhibition 14%, b-catenin transl 1.9, West Nile antiviral -0.1%, SV40 large T antigen 20%, WT yeast gro inh mutant strain 0, b-catenin transl cell count 5 µM 1085, T cell HTS vesicle-bound % 8 and Myeloid diff 2 GFP+ MAC1+ % 10.
`C/C(=N\NC(=O)Cn1nc(C)c(Br)c1C)c1cccs1` gave T cell HTS inactive, WT yeast gro inh -10, Salmonella PhoP GFP 1%, RSV antiviral HEp-2 0.0%, Myeloid diff 2 inactive, MgcRacGAP inhibition 10%, b-catenin transl -1.2, West Nile antiviral -0.1%, SV40 large T antigen 8%, WT yeast gro inh mutant strain 1, b-catenin transl cell count 5 µM 1059, T cell HTS vesicle-bound % 28 and Myeloid diff 2 GFP+ MAC1+ % 0.5.
`COc1cccc(CNS(=O)(=O)c2c(C)nc3scc(C)n3c2=O)c1` gave T cell HTS inactive, Salmonella PhoP GFP 2%, RSV antiviral HEp-2 1.3%, Myeloid diff 2 inactive, MgcRacGAP inhibition 8%, West Nile antiviral 0.1%, SV40 large T antigen 5%, T cell HTS vesicle-bound % 32 and Myeloid diff 2 GFP+ MAC1+ % 4.7.
CCOCCCNC(=O)C(NC(=O)c1ccccn1)c1ccc(C)cc1 (centres undefined) was read as T cell HTS inactive, WT yeast gro inh -3, Salmonella PhoP GFP -7%, RSV antiviral HEp-2 0.1%, Myeloid diff 2 inactive, MgcRacGAP inhibition -4%, b-catenin transl -0.5, West Nile antiviral 0.3%, SV40 large T antigen 4%, WT yeast gro inh mutant strain -4, b-catenin transl cell count 5 µM 1225, T cell HTS vesicle-bound % 55 and Myeloid diff 2 GFP+ MAC1+ % 0.5.
`CCc1ccc(-c2cc(C)no2)cc1S(=O)(=O)Nc1ccc(C)cn1` gave T cell HTS inactive, Salmonella PhoP GFP 7%, Myeloid diff 2 inactive, MgcRacGAP inhibition 12%, West Nile antiviral 0.1%, SV40 large T antigen 12%, T cell HTS vesicle-bound % 33 and Myeloid diff 2 GFP+ MAC1+ % 0.0.
`COc1ccc(C(=O)Nn2c(C)nc3ccccc3c2=O)cc1[N+](=O)[O-]` gave T cell HTS inactive, Salmonella PhoP GFP -6%, RSV antiviral HEp-2 0.6%, Myeloid diff 2 inactive, MgcRacGAP inhibition 7%, West Nile antiviral -0.1%, SV40 large T antigen 6%, T cell HTS vesicle-bound % 54 and Myeloid diff 2 GFP+ MAC1+ % 0.3.
Cc1ccccc1NC(=O)NC1CCCc2ccccc21 (centres undefined) was read as T cell HTS inactive, Salmonella PhoP GFP 0%, RSV antiviral HEp-2 4.1%, Myeloid diff 2 inactive, MgcRacGAP inhibition 7%, West Nile antiviral 0.0%, SV40 large T antigen 24%, T cell HTS vesicle-bound % 9 and Myeloid diff 2 GFP+ MAC1+ % 0.3.
For Cc1ccc(NC(=O)CCC(=O)OC(C(=O)c2ccc(C)c(C)c2)c2ccccc2)c(C)c1 (centres undefined) the results were T cell HTS inactive, WT yeast gro inh -12, Salmonella PhoP GFP 1%, RSV antiviral HEp-2 1.5%, Myeloid diff 2 inactive, MgcRacGAP inhibition 0%, b-catenin transl -0.2, West Nile antiviral -0.4%, SV40 large T antigen 6%, WT yeast gro inh mutant strain 59, b-catenin transl cell count 5 µM 1320, T cell HTS vesicle-bound % 41 and Myeloid diff 2 GFP+ MAC1+ % 1.7.
N#CC1=C(N)NC(SCC(=O)c2ccccc2)=C(C#N)C12CCCC2 was read as T cell HTS inactive, WT yeast gro inh -11, Salmonella PhoP GFP 7%, RSV antiviral HEp-2 6.6%, Myeloid diff 2 inactive, MgcRacGAP inhibition -3%, b-catenin transl 3.3, West Nile antiviral -0.5%, SV40 large T antigen 23%, WT yeast gro inh mutant strain -19, b-catenin transl cell count 5 µM 542, T cell HTS vesicle-bound % 54 and Myeloid diff 2 GFP+ MAC1+ % 0.8.
`CCOC(=O)CC1CCCCN1C(=O)CCCn1nnnc1CN1CCOCC1` (centres undefined) gave T cell HTS inactive, Salmonella PhoP GFP -1%, RSV antiviral HEp-2 1.4%, Myeloid diff 2 inactive, MgcRacGAP inhibition 8%, West Nile antiviral 0.1%, SV40 large T antigen 3%, T cell HTS vesicle-bound % 20 and Myeloid diff 2 GFP+ MAC1+ % 0.9.
Screening CC(=O)Nc1ccc(C(=O)OCC(=O)NCc2ccccc2)cc1 returned T cell HTS inactive, WT yeast gro inh 1, Salmonella PhoP GFP -3%, RSV antiviral HEp-2 -1.3%, Myeloid diff 2 inactive, MgcRacGAP inhibition 2%, b-catenin transl 1.6, West Nile antiviral 0.3%, SV40 large T antigen 6%, WT yeast gro inh mutant strain 5, b-catenin transl cell count 5 µM 1058, T cell HTS vesicle-bound % 27 and Myeloid diff 2 GFP+ MAC1+ % 0.4.

Not a hit list, and some 3.6% of all compounds hit somewhere here.
